# PMI inhibitors: MPI enzyme activity inhibition – biochemical, fluorescence intensity, coupled assay, primary screen (AID 1209). purified PMI enzyme, coupled fluorescence intensity; higher % means a stronger effect. inhibition, % at 20 µM, or IC50 in µM where a hit was titrated. 190,000 tested, 0.42% active;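 also: plate controls were DMSO vehicle for no effect and wells lacking substrate for full effect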
# human PMI inhibitors: human PMI inhibitors, high substrate, primary screen, biochemical, fluorescence intensity, high mannose 6-phosphate (AID 1220); 190,000 tested, 0.66% active; inhibition, % at 20 µM, or IC50 in µM where a hit was titrated; recombinant PMI enzyme, coupled fluorescence intensity; higher % means a stronger effect
# P. falciparum M1AAP: malaria alanyl aminopeptidase activity blockers – biochemical, fluorogenic H-Leu-NHMec substrate, 1536-well (AID 1445); recombinant M1AAP, H-Leu-NHMec fluorogenic kinetic assay; higher % means a stronger effect; one-dose inhibition, % at 30 µM; IC50 in µM for titrated hits; 220,000 tested, 0.42% active;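 active = primary inhibition above the hit cutoff, then over 50% inhibition at one or more dose response concentrations, cut at about 23% in these data, passing the limit was not always enough; inconclusive = conflicting primary data, or primary hits not chosen for dose response; inactive = low primary inhibition, or under 50% at every dose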;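 also: plate controls were DMSO full reaction for no effect and no enzyme background for full effect; strong numbers were not always called active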
# TNAP activation fold: stimulation of alkaline phosphatase TNAP activity – biochemical, luminescent, no phosphate acceptor, uHTS, primary screen (AID 1001); purified TNAP, luminescent activation assay, no phosphate acceptor; higher activation fold means a stronger effect; activation fold at 20 µM, or EC50 in µM where a hit was titrated; 200,000 tested, 0.03% active; in the data active = activation fold from about 3, or a potency from the dose series; inactive = the rest, 99 in 100 with activation fold below about 1.6; also: many of its hits are not listed in these tables
# Siah-1 displacement: Siah-1 peptide-binding antagonists, primary screen, biochemical, fluorescence polarization, rhodamine-plectin, uHTS (AID 1817). Siah-1 / rhodamine-plectin peptide fluorescence polarization; higher % means a stronger effect. 290,000 tested, 0.02% active. one-dose displacement, % at 20 µM; IC50 in µM for titrated hits;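 active = displacement of at least 50% at 20 µM, with a fluorescence ratio check between 0.3 and a set limit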;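 also: plate controls were Siah plus tracer with DMSO for no effect and tracer alone without Siah for full effect; strong numbers were not always called active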
# K1F lysis inhibition: protection from phage-mediated lysis, alamar blue read-out – E. coli UTI89, K1F phage, bacterial capsule biogenesis inhibitors (AID 488966); one-dose inhibition, % at 100 µM; IC50 in µM for titrated hits; E. coli UTI89 K1F phage lysis, alamar blue, 2 h; higher % means a stronger effect; 340,000 tested, 0.02% active;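 active = phage lysis inhibition, versus mean bacterial control, above a set limit; inconclusive = no clear call, values can overlap the other calls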;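 also: capsule biogenesis inhibitors block K1F phage lysis so surviving cells raise fluorescence; higher fluorescence means more inhibition of phage lysis; actives were called in the ten point dose series up to 300 µM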
# Hep lipid drop: modulators of hepatic lipid droplet formation | inhibition, % at 6.5 µM | AML12 mouse hepatocytes, oleate lipid droplets, BODIPY imaging | 240,000 tested, 0.4% active;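 active = lipid droplet intensity inhibited by at least 50%, with more than 500 cells counted; inconclusive = wells with under 300 cells, treated as cytotoxic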
#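 Assay system: AML12 hepatocytes (mouse) / Also added: 100 µM oleic acid challenge / Times: overnight treatment with compound plus oleate / Detection: high-content imaging of BODIPY-stained droplets and DAPI nuclei / Evaluation: % inhibition of lipid droplet signal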
# M17LAP inhibition: P. falciparum M17LAP inhibitors, primary screen, biochemical, fluorogenic H-Leu-NHMec substrate, 1536-well (AID 1619). recombinant M17LAP, H-Leu-NHMec fluorogenic kinetic assay; higher % means a stronger effect. 220,000 tested, 0.38% active. inhibition, % at 30 µM; hits with a dose series show IC50 in µM;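 active = compound inhibiting the enzyme by more than half at any dose during confirmatory dose-response retesting; inconclusive = strong single-dose inhibitors picked by rank but not retested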;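 also: plate controls were full reaction with DMSO carrier for no effect and no enzyme background for full effect; strong numbers were not always called active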
# XIAP displacement: small molecules displacing peptide from XIAP – biochemical, IAP family, fluorescence polarization (AID 1018) | 200,000 tested, 0.007% active | XIAP BIR domain, fluorescence polarization peptide displacement; higher % means a stronger effect | one-dose displacement, % at 20 µM; IC50 in µM for titrated hits; in the data active = displacement above about 50%; also: a part of the inactive calls stands beside numbers as strong as those of hits
# Hep lipid drop cells 6.5 µM: further read-out of Hep lipid drop, marked with its call; cell count; measured here: cell count, cytotoxicity flag;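 cells counted across two imaged fields per well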
# An asterisk follows results filed as active; ? = inconclusive; . = not tested or not shown; [ ] = remark or other dose. Rule as the data show it, unless noted: active = inhibition above about 50%; inactive = the rest.
SMILES,PMI inhibitors,human PMI inhibitors,P. falciparum M1AAP,TNAP activation fold,Siah-1 displacement,K1F lysis inhibition,Hep lipid drop,Hep lipid drop cells 6.5 µM,M17LAP inhibition,XIAP displacement
CCC(=O)Nc1cc2c(C)cc(=O)oc2cc1C,-10%,-14%,7%,1,-2%,1.6%,13,771,3%,-5.9%
CCN(CC)C(=O)CSc1nnc(CCN)o1,-4%,-1%,-2%,1.3,2%,-0.2%,.,.,-2%,4.3%
O=C(NCc1ccco1)C(C(=O)c1ccc(F)cc1)n1ccccc1=O (stereo not given),2%,-14%,7%,1.1,2%,0.6%,0,743,7%,-5.5%
COc1ccc(N2CCN(CC(=O)NC(=O)NCc3ccco3)CC2)cc1,7%,6%,-3%,1.1,3%,2.5%,0,652,9%,-5.0%
Cc1ccc(-n2nc3ccc(NC(=O)c4ccc5c(c4)OCO5)cc3n2)cc1,2%,2%,3%,1.1,2%,1.6%,.,.,-5%,-5.1%
O=C(NCC(=O)N1CCN(S(=O)(=O)/C=C/c2ccccc2)CC1)c1ccccc1F,1%,2%,-13%,1,5%,0.1%,2,670,13%,-2.0%
N/C(=N\OC(=O)c1ccc(Cl)cc1)c1cccnc1,4%,1%,-4%,1.1,-3%,-4.6%,4,755,2%,-6.6%
CC(=O)N1CC2(NC(=O)c3ccccc3N2)c2ccccc21 (stereo not given),1%,-5%,7%,1.1,4%,0.1%,6,731,-5%,-10%
O=C(OCC(O)C(O)COC(=O)c1ccccc1)c1ccccc1 (stereo not given),0%,12%,6%,1.1,0%,0.0%,.,.,7%,-14%
COc1ccc(CCNC(=O)c2c(C)noc2C)cc1,-15%,-6%,-1%,1,-4%,0.2%,.,.,3%,-3.8%
COc1ccc2[nH]c(=O)c(CN(C(=O)c3cccnc3)c3ccc(C)cc3C)cc2c1,.,.,4%,.,3%,-0.1%,2,785,-1%,.
Cc1c(C(=O)c2ccccc2)c2ccccn2c1CCc1ccccn1,-66%,-80%,0%,1,4%,-0.4%,3,691,6%,-6.0%
COC(=O)[C@H](CC(C)C)NC(=O)NCCC1=CCCCC1,.,.,1%,.,0%,-0.3%,-3,720,2%,.
CC(=O)c1sc(-c2ccc(F)cc2)cc1NS(=O)(=O)c1ccc(C)cc1,.,.,1%,.,-4%,0.7%,-9,679,0%,.
COc1ccccc1NC(=O)C(=O)N(c1cccnc1)C(C(=O)NC(C)(C)C)c1ccccc1F (stereo not given),5%,22%,2%,1.1,-2%,-0.1%,7,656,-9%,-2.5%
CCOc1ccccc1C1CC(=O)NC2=C1C(=O)CC(C)(C)C2 (stereo not given),6%,5%,-5%,1,-1%,0.2%,.,.,-3%,-8.3%
CCN(CC)CCOC(=O)c1cccc(OC)c1,8%,-1%,4%,1.1,-6%,0.2%,-26,713,-12%,2.4%
Cc1cc2cc(CN(CC3CCCO3)C(=S)NCc3ccco3)c(=O)[nH]c2cc1C (stereo not given),9%,8%,6%,0.9,6%,-0.5%[50 µM],10,580,5%,1.1%
Clc1ccc(/C=N/NC2=Nc3cccc4cccc2c34)cc1,12%,5%,11%,1.1,0%,1.0%[50 µM],-3,563,-9%,0.6%
COc1cccc2cc(C(=O)OCC(=O)NCc3ccc4c(c3)OCO4)c(=O)oc12,.,.,6%,.,8%,-0.3%,-2,737,3%,.

# The list goes on, overlapping the part above by two compounds.
SMILES,PMI inhibitors,human PMI inhibitors,P. falciparum M1AAP,TNAP activation fold,Siah-1 displacement,K1F lysis inhibition,Hep lipid drop,Hep lipid drop cells 6.5 µM,M17LAP inhibition,XIAP displacement
Clc1ccc(/C=N/NC2=Nc3cccc4cccc2c34)cc1,12%,5%,11%,1.1,0%,1.0%[50 µM],-3,563,-9%,0.6%
COc1cccc2cc(C(=O)OCC(=O)NCc3ccc4c(c3)OCO4)c(=O)oc12,.,.,6%,.,8%,-0.3%,-2,737,3%,.
COc1ccc(-n2cc(CN3CCC(OC)CC3)c(-c3cccc(F)c3)n2)cc1,-13%,-8%,.,1,-3%,0.4%,-2,673,.,-7.0%
Cc1ccc(/C=C/C(=O)O)cc1S(=O)(=O)NCCCO,10%,11%,0%,1.1,-7%,-0.1%,4,525,-4%,-0.5%
Fc1cccc(NC(=S)NCc2ccccc2Cl)c1,.,.,-3%,.,-1%,0.9%,-50,724,4%,.
Cc1c(Cl)cccc1NC(=S)Nc1ccc2[nH]c(=O)[nH]c2c1,.,.,6%,.,-2%,0.0%,-1,622,7%,.
Cc1nn(C)c(C)c1/C=C/C(=O)O,0%,26%,-1%,1,-2%,0.2%,2,693,9%,-3.4%
O=C1CC(N2CCN(c3ccc(S(=O)(=O)N4CCCC4)cc3)CC2)C(=O)N1c1ccc(F)cc1 (stereo not given),15%,10%,-1%,1.1,-3%,0.4%,5,732,-7%,-22%
O=C(COc1ccc(Cl)cc1Cl)NCC(=O)N/N=C/c1c[nH]c2ccccc12,-1%,-2%,-2%,0.9,-5%,0.6%,9,594,-4%,-9.7%
CC(C)(C)Nc1nc(Cl)nc(NC(C)(C)C)n1,8%,-3%,3%,1.1,-4%,0.1%,-8,650,7%,-7.3%
CC1(C)CC2(CC(c3ccc(F)cc3)c3ccc(O)cc3O2)NC(=S)N1 (stereo not given),.,.,1%,.,14%,1.1%,-22,690,20%,.
O=C(Nc1cnc2ccccc2c1)c1ccco1,-11%,1%,5%,1.1,0%,0.9%,.,.,9%,7.6%
COc1ccccc1NC(=O)C(=O)NNC(=O)c1ccco1,9%,14%,6%,2.7,-1%,0.5%,.,.,-2%,-0.4%
Cc1ccc(-c2nnc(N3CCN(S(C)(=O)=O)CC3)c3ccccc23)cc1,-4%,-7%,2%,1.1,-1%,-0.3%,2,703,11%,-8.1%
O=C(CSc1nc(-c2ccc(Cl)cc2)[nH]c(=O)n1)Nc1cccc(Cl)c1,.,.,?,.,6%,.,4,682,-11%,.
COc1ccc(NC(=O)CSc2nnc(CNc3ccc(C)cc3)n2C)cc1,2%,-5%,1%,1.1,1%,1.5%,24,660,12%,-7.8%
CC(=O)N1CCC(N(C(=O)Nc2ccc(C)c(C)c2)C2CCCC2)CC1,6%,3%,-1%,1.2,9%,0.1%,-6,648,9%,-9.4%
COC(=O)C1CCN(C(=O)/C=C/c2ccccc2)CC1,-5%,-10%,4%,1,4%,0.4%,1,730,17%,-4.2%
Cc1ccccc1/C=N/Nc1ccnc2cc(Cl)ccc12,-3%,-5%,4%,1,22%,1.9%[50 µM],3,708,18%,-0.7%
Cc1cc(C)c(S(=O)(=O)NC(C)C)c(C)c1-n1cnnn1,5%,4%,6%,1.1,7%,-0.2%,-3,667,-3%,-1.7%
COc1cccc(CNc2nc3nc4c(c(=O)n3[nH]2)CCC4)c1,-2%,0%,13%,1.1,6%,0.3%,.,.,9%,-4.4%
COCc1cc(=O)[nH]c2cc(NC(=O)C(C)(C)CCl)c(C)cc12,8%,12%,1%,1.1,3%,-0.1%,1,590,-10%,-1.4%
Fc1ccccc1NC(=S)N1CCCCC1,12%,3%,2%,1,6%,2.5%,-22,560,5%,-4.6%
CCOc1cc(/C=N/N=C2/NC(=O)C(CC(=O)O)S2)ccc1OCc1ccc(Cl)cc1Cl (stereo not given),-7%,-16%,10%,1.1,45%,-0.5%,4,714,8%,-14%
CC(=O)/C(C#N)=C1\NC(=O)C(Cc2ccc(F)cc2)S1 (stereo not given),.,.,5%,.,-5%,-0.7%,16,720,7%,.
Cc1ccc(/C=N\NC(=O)CCc2n[nH]c(=O)[nH]c2=O)o1,-9%,-6%,-2%,1.2,6%,0.0%,15,692,11%,-3.6%
Cc1cc(C(=O)COC(=O)CN(C)S(=O)(=O)c2ccc(Cl)cc2)c(C)n1CC1CCCO1 (stereo not given),7%,18%,2%,1.1,-1%,2.2%,.,.,4%,-1.4%
CCC(CC)NC(=O)COC(=O)c1cc(SC)ccc1Cl,-3%,-8%,5%,1.1,0%,.,14,682,-8%,-0.9%
Cc1cc(=O)oc2c(C)c(OCC(=O)N(C)C)ccc12,1%,3%,3%,1.1,0%,0.9%,-6,752,2%,0.7%
CCCCOc1ccc(S(=O)(=O)NC(=O)NCc2ccc(OCCC)cc2)cc1,-12%,-15%,-2%,1.1,9%,0.1%,2,760,-4%,-0.1%
CCN1CCc2c(sc3c2c(NCc2ccco2)nc2nnnn23)C1,25%,24%,8%,1.1,0%,-0.3%,4,682,-35%,-2.6%
CCNC(=O)CSc1ncnc2sccc12,0%,-4%,13%,1.2,1%,2.8%[50 µM],4,776,-3%,-2.8%

# One compound at a time, as listed above. Order of screens: PMI inhibitors, human PMI inhibitors, P. falciparum M1AAP, TNAP activation fold, Siah-1 displacement, K1F lysis inhibition, Hep lipid drop, Hep lipid drop cells 6.5 µM, M17LAP inhibition, XIAP displacement
# O=C(COc1ccc(Cl)cc1Cl)NCC(=O)N/N=C/c1c[nH]c2ccccc12 is listed with -1%, -2%, -2%, 0.9, -5%, 0.6%, 9, 594, -4%, -9.7%
# Cc1ccc(/C=C/C(=O)O)cc1S(=O)(=O)NCCCO is listed with 10%, 11%, 0%, 1.1, -7%, -0.1%, 4, 525, -4%, -0.5%
# CCNC(=O)CSc1ncnc2sccc12 is listed with 0%, -4%, 13%, 1.2, 1%, 2.8%[50 µM], 4, 776, -3%, -2.8%
# Cc1cc2cc(CN(CC3CCCO3)C(=S)NCc3ccco3)c(=O)[nH]c2cc1C (stereo not given) is listed with 9%, 8%, 6%, 0.9, 6%, -0.5%[50 µM], 10, 580, 5%, 1.1%
# O=C(OCC(O)C(O)COC(=O)c1ccccc1)c1ccccc1 (stereo not given) is listed with 0%, 12%, 6%, 1.1, 0%, 0.0%, ., ., 7%, -14%

# Other structures:
SMILES,PMI inhibitors,human PMI inhibitors,P. falciparum M1AAP,TNAP activation fold,Siah-1 displacement,K1F lysis inhibition,Hep lipid drop,Hep lipid drop cells 6.5 µM,M17LAP inhibition,XIAP displacement
C=CCc1cc(C)ccc1OCCOCCC(C(=O)OCC)C(=O)OCC,6%,3%,-3%,1.1,1%,1.6%[50 µM],-28,555,-9%,-0.4%
CCC(O)C1CCN(C(=O)c2cc(COc3ccc4ncccc4c3)on2)CC1 (stereo not given),.,.,2%,1.1,-2%,.,-7,521,10%,0.7%
C=CCn1c(COc2ccc(F)cc2)nnc1SCC(=O)N1CC(=O)Nc2ccccc21,-9%,-1%,5%,1,2%,-0.5%,.,.,-4%,-11%
O=c1[nH]c2ccc(NS(=O)(=O)c3ccc4ccccc4c3)cc2[nH]1,-7%,9%,3%,1,-4%,1.9%[50 µM],17,682,4%,-6.9%
O=C1COc2ccc(C(=O)NCc3ccco3)cc2N1,3%,6%,4%,1.1,0%,-0.4%,6,729,0%,-2.6%

# Screening data (PubChem)
